# NPYLR7 ag = activates Aedes aegypti NPYLR7 receptor; HEK293T NPYLR7/Galpha15, GCaMP6s calcium fluorescence; activation, % at 10 µM; 0.15% of 270,000 active; AID 1259423; in the data active means activation above about 40%;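 further: 0% = vehicle and 100% = reference agonist at the receptor; some compounds past the cut are filed as inactive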
# hcGAS lum = human cGAS inhibition | AID 1259398 | Q8N884 | recombinant h-cGAS, ATP depletion, Kinase-Glo luminescence | 0.081% of 290,000 active | inhibition, % at 12.5 µM;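 further: 0% = vehicle reaction and 100% = reaction without DNA for no activity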
# Target sequence (Q8N884 whole entry, looked up): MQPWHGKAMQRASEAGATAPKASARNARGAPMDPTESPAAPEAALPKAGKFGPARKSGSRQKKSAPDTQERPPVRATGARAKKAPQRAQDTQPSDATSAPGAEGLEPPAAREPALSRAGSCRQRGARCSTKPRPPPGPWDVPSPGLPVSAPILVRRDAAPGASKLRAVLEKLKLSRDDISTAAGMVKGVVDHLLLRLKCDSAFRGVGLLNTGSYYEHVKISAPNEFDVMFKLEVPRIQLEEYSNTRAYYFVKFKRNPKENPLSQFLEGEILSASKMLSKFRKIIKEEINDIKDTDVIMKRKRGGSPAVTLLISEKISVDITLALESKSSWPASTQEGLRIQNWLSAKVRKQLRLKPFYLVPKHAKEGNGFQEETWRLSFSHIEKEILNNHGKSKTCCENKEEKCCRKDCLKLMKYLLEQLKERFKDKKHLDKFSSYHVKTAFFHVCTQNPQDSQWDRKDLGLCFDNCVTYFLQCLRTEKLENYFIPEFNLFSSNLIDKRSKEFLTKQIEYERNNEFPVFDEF
# mcGAS inh = inhibitors of mouse cGAS | recombinant cGAS, Kinase-Glo ATP depletion luminescence | inhibition, % at 12.5 µM | 0.15% of 160,000 active;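 further: 0% = negative control wells and 100% = reference inhibitor with no enzyme activity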
# The depositor's hits bear a star; · = not tested or not shown; & = joins results of further samples. Unless noted, no stated cut-off is given here; in the data, active means inhibition above about 40%; inactive means the rest.
SMILES	NPYLR7 ag	hcGAS lum	mcGAS inh
CC(=O)c1c(C)[nH]c(C(=O)C(C)N2CCCc3cc(OC(F)F)ccc32)c1C (configuration not stated)	1	-6	-13
Cc1cc(NC(=O)Cc2c(C)nn(C(F)F)c2C)sn1	-2	0	·
CC1CCN(S(=O)(=O)CC(=O)Nc2ccc(OCc3nccn3C)cc2)CC1	-4	-8	-15
CSCCCNC(=S)Nc1ccc(N2CCOCC2)cc1N1CCOCC1	-6	-7	·
Cc1ccc([N+](=O)[O-])cc1S(=O)(=O)N(C)CCCN(C)C	-6	-9	-4
COc1cccc(-c2nnc(SCC(=O)N3CCN(C(=O)c4cc(C(F)(F)F)cc(C(F)(F)F)c4)C(C)C3)n2-c2ccccc2)c1 (configuration not stated)	18	-7	-4
Cn1c(Sc2cc(Cl)nc(N)n2)nnc1C1CC1	-1	-7	·
Cn1c(=O)c2c(nc(CN3CCCCC3)n2CC(N)=O)n(C)c1=O	0	-6	·

# (next part)
SMILES	NPYLR7 ag	hcGAS lum	mcGAS inh
Cc1nc(N2CCN(c3ncccn3)CC2)nc2c1C(=O)CC(c1ccc(F)cc1)C2 (configuration not stated)	-1	-2	·
OCCC1CN(Cc2ccncc2)CCN1CC1CCCCC1 (configuration not stated)	19	-6	·
COc1cc(C=C2N=C(c3ccc(C)c(C)c3)OC2=O)cc(Br)c1OC(C)=O	3	-7	-6
CC(C)CN(CC(=O)Nc1cc(C(C)(C)C)nn1C(C)(C)C)C(=O)Nc1ccc(Cl)c(Cl)c1	-3	-3	-4
O=C1c2ccc(Br)cc2C(=O)N1CNc1cc(Cl)ccc1Cl	2	-1	-5
O=C1CSC(c2ccccc2Br)N1c1cccc(C(F)(F)F)c1 (configuration not stated)	-5	-6	·
COc1ccc(C2CC(=O)C3C(=Nc4ccccc4NC3c3c[nH]c4ccccc34)C2)cc1 (configuration not stated)	-5	-1	1
Cn1cc(CN2CCC(C(=O)NC(c3ccc(Cl)cc3)c3cnccn3)CC2)c2ccccc21 (configuration not stated)	-2	1	·

# Next part
SMILES	NPYLR7 ag	hcGAS lum	mcGAS inh
CC(=O)Nc1ccccc1NC(=O)CNCc1cccc(OC(F)(F)F)c1	3	1	·
O=C(CNC1CCCCC1)N(Cc1ccccc1)Cc1cccs1	-11	-7	-5
Cc1noc(C)c1C(=O)N1CCCC(N2CCN(Cc3ccc4c(c3)OCO4)CC2)C1 (configuration not stated)	5&-4	-7&-3	·
CN(C)c1nc2c(c(=O)[nH]1)CCN(C(=O)C1CCCO1)C2 (configuration not stated)	3	0	-12
O=C(CN(Cc1ccco1)S(=O)(=O)c1ccc(F)cc1)N1CCc2sccc2C1c1ccc(Cl)cc1Cl (configuration not stated)	-2	-3	-3
CNC(=O)CN1CC2N(C(=O)C3CC3)C3CCC2(CC3)OC1=O (configuration not stated)	9	4	1
CC(=O)Oc1ccccc1Cn1c(C)c(C(=O)NCc2ccc3c(c2)OCCO3)sc1=O	0	-4	·
CNC(=O)C1c2c(OC)ccc3c2C(=CC(C)(C)CO3)CN1C (configuration not stated)	3	8	1

# The listing continues.
SMILES	NPYLR7 ag	hcGAS lum	mcGAS inh
Cn1cc(-c2ccc(-c3nc(CCCc4ccccc4)no3)cn2)cn1	4	-3	-11
O=C1/C(=C/c2ccco2)N=C(N2CCCCC2)N1c1cccc(Cl)c1	6	-6	·
Cc1ccc(Nc2nc(NCCN3CCOCC3)nc3c2cnn3C)cc1	4	-5	-6
CC(C)CCN1CCC(N2CCN(Cc3ccc[nH]3)CC2)C1=O (configuration not stated)	·	-12	-7
O=[P+](C1C2CC3CC(C2)CC1C3)C12CC3CC(CC(C3)C1)C2 (configuration not stated)	13	-2	·
O=C(c1csnn1)N1CCc2[nH]nc(-c3ccc(-c4ccccc4)cc3)c2C1	17	-6	·
CCCC(=O)N(CCCN(C)C)c1nc2c(OC)ccc(Cl)c2s1	10	-7	·
CC1OC1P(=O)(O)O (configuration not stated)	33&-4&1	-2&1&2	1

# (further entries)
SMILES	NPYLR7 ag	hcGAS lum	mcGAS inh
COc1cc(CC(=O)N2CC[C@H](CO)[C@H](O)C2)cc(OC)c1	0	-2	·
CCCCn1cnc2c(-c3ccccc3)cn(CC(=O)NC3CCCC3)c2c1=O	5	-8	·
COc1ccc(C2=NN(c3ccc(/C=C/C(=O)c4ccccc4)cc3)CC2)cc1	-10	0	-3
CC1CC(C)CN(c2ncnc3c2nc2n3CCCCC2)C1 (configuration not stated)	5	-2	·
CCn1nccc1C(=O)N1CC(=O)Nc2ccccc21	2	-6	-8
C/C=C/C(=O)N1CCC(Cc2ccc3c(c2)OCO3)CC1	1	-6	-6
CCOc1ccc(Nc2nc(NCCO)nc3c2cnn3-c2ccccc2)cc1	0	-6	-7
CC1CCC(CCC(=O)Nc2ccnn2C(C)C2CC2)O1 (configuration not stated)	6	-3	·

# (more compounds)
SMILES	NPYLR7 ag	hcGAS lum	mcGAS inh
COc1cc([N+](=O)[O-])cc2c1NC(c1ccccc1)C1CC=CC21 (configuration not stated)	-12	-1	·
O=[N+]([O-])c1cc(S(=O)(=O)N2CCCCC2)ccc1Sc1cccc[n+]1[O-]	1	-2	-3
O=C(Nc1cccc([N+](=O)[O-])c1)C1COc2ccccc2O1 (configuration not stated)	2	-11	·
COc1cccc(Cn2c(=O)c(C(=O)NCc3ccccn3)nn(-c3ccc(Cl)cc3)c2=O)c1	10	-1	-3
COCCn1c(C)cc(C(=O)CSc2nc(C)cc(C)c2C#N)c1C	0	-7	-5
COCCCn1c(C)c(C)n2c3c(=O)n(CC(C)C)c(=O)n(C)c3nc12	0	-10	·
CN(C)N1C(=N)C(C#N)C(c2ccccc2Cl)C2=C1CC(c1ccccc1)CC2=O (configuration not stated)	-1	-3	·
COc1ccc(-c2nnc(SCc3ccc(Cl)cc3)n2-c2ccccc2)cc1	-10	0	0

# (listing goes on)
SMILES	NPYLR7 ag	hcGAS lum	mcGAS inh
Cc1nc2cccc(C)n2c(=O)c1NC(=O)c1ccc2c(c1)OCO2	3	-15	·
Cc1cc(N(C)C)nc(NCCNC(=O)Nc2ccc(F)c(Cl)c2)n1	-1	-4	·
Nc1ccc2c(c1)C(=O)NC2=O	-4	-6	·
COc1ccc(CNC(=O)N2CCC(n3cccc3)CC2)c(OC)c1	4	0	·
Clc1cnn(CCc2nn3c(Cc4ccccc4)nnc3s2)c1	-2	-7	·
COc1ccc(CCOc2nc(-c3ccccc3F)n(-c3ccc(NC(=O)c4ccco4)cc3)n2)cc1	1	-2	-5
C=CCSc1nc(C)c2cc(C)ccc2n1	5	5	-4
COc1ccc(OC)c(N2CCN(C(=O)C3CCCC3)C(C)C2=O)c1 (configuration not stated)	1	-4	·

# 21 neighbouring entries already listed:
SMILES	NPYLR7 ag	hcGAS lum	mcGAS inh
CC1CC(C)CN(c2ncnc3c2nc2n3CCCCC2)C1 (configuration not stated)	5	-2	·
CCn1nccc1C(=O)N1CC(=O)Nc2ccccc21	2	-6	-8
C/C=C/C(=O)N1CCC(Cc2ccc3c(c2)OCO3)CC1	1	-6	-6
CCOc1ccc(Nc2nc(NCCO)nc3c2cnn3-c2ccccc2)cc1	0	-6	-7
CC1CCC(CCC(=O)Nc2ccnn2C(C)C2CC2)O1 (configuration not stated)	6	-3	·
COc1cc([N+](=O)[O-])cc2c1NC(c1ccccc1)C1CC=CC21 (configuration not stated)	-12	-1	·
O=[N+]([O-])c1cc(S(=O)(=O)N2CCCCC2)ccc1Sc1cccc[n+]1[O-]	1	-2	-3
O=C(Nc1cccc([N+](=O)[O-])c1)C1COc2ccccc2O1 (configuration not stated)	2	-11	·
COc1cccc(Cn2c(=O)c(C(=O)NCc3ccccn3)nn(-c3ccc(Cl)cc3)c2=O)c1	10	-1	-3
COCCn1c(C)cc(C(=O)CSc2nc(C)cc(C)c2C#N)c1C	0	-7	-5
COCCCn1c(C)c(C)n2c3c(=O)n(CC(C)C)c(=O)n(C)c3nc12	0	-10	·
CN(C)N1C(=N)C(C#N)C(c2ccccc2Cl)C2=C1CC(c1ccccc1)CC2=O (configuration not stated)	-1	-3	·
COc1ccc(-c2nnc(SCc3ccc(Cl)cc3)n2-c2ccccc2)cc1	-10	0	0
Cc1nc2cccc(C)n2c(=O)c1NC(=O)c1ccc2c(c1)OCO2	3	-15	·
Cc1cc(N(C)C)nc(NCCNC(=O)Nc2ccc(F)c(Cl)c2)n1	-1	-4	·
Nc1ccc2c(c1)C(=O)NC2=O	-4	-6	·
COc1ccc(CNC(=O)N2CCC(n3cccc3)CC2)c(OC)c1	4	0	·
Clc1cnn(CCc2nn3c(Cc4ccccc4)nnc3s2)c1	-2	-7	·
COc1ccc(CCOc2nc(-c3ccccc3F)n(-c3ccc(NC(=O)c4ccco4)cc3)n2)cc1	1	-2	-5
C=CCSc1nc(C)c2cc(C)ccc2n1	5	5	-4
COc1ccc(OC)c(N2CCN(C(=O)C3CCCC3)C(C)C2=O)c1 (configuration not stated)	1	-4	·

# Carrying on:
SMILES	NPYLR7 ag	hcGAS lum	mcGAS inh
COC(=O)Cn1c(=NC(=O)c2ccno2)sc2cc(F)cc(F)c21	-10	-5	-7
CS(=O)(=O)N1CCN(c2ncnc3c2nnn3Cc2ccccc2)CC1	-4	-6	-9
O=C(c1cccc(Cl)c1)N1CCN(S(=O)(=O)c2ccc(Br)cc2)CC1	0	-8	-8
O=C(c1cccc(C(F)(F)F)c1)N1CCN(C(c2ccccc2)c2ccc(Br)cc2)CC1 (configuration not stated)	15	-7	-8
CSc1ccc(N2CC(C(=O)NCC3CCN(c4ccccc4)C3)CC2=O)cc1 (configuration not stated)	-3	-8	·
CCc1c(C)nc(-n2nc(C)cc2C)n(CC(=O)N(C)c2ccccc2)c1=O	-3	-5	-8
N#CC1(c2ccccc2)CCC2(CC1)CC(C(=O)N1CCC(C(N)=O)CC1)=NO2 (configuration not stated)	3	-5	·
COCCN(CC(=O)N(Cc1cccn1Cc1cccc(C)c1)C(C)(C)C)C(=O)c1ccc(OC)cc1	-7	-9	-6

# Next results follow:
SMILES	NPYLR7 ag	hcGAS lum	mcGAS inh
CC/C(=C(/CC)c1ccc(O)cc1)c1ccc(O)cc1	-7&-5	-1&-9	-5
COc1ccc(CNC(=O)c2cccnc2Oc2cccc([N+](=O)[O-])c2)cc1	-8	-9	-4
Cc1ccc(-c2ccc(C(=O)NCCCc3ccccn3)cn2)c2cccnc12	-5	-3	1
CN1C(=O)C(CC(=O)NCc2cnn3ccccc23)N(C)C1=O (configuration not stated)	-1	2	·
CC[C@H]1CN(C(=O)c2cnc(N3CCN(C)CC3)nc2C)CC[C@@]1(C)O	0	-3	-9
Fc1ccc(Oc2ncccc2CNc2cnccn2)c(F)c1	-1	-5	-10
CCOc1ccc(CN(C)CC2CCCN(CCc3ccccc3OC)C2)cc1 (configuration not stated)	·	-2	-9
Cc1nc(COc2ccc(NC(=O)C(C)NC(=O)C3CCOCC3)cc2)no1 (configuration not stated)	-6	-13	·

# Additional records
SMILES	NPYLR7 ag	hcGAS lum	mcGAS inh
CC1Cc2ccccc2N1Sc1ccccc1[N+](=O)[O-] (configuration not stated)	0	-3	·
Cc1cc(NC(=O)CN(CCC(C)C)C(=O)c2ccc(C)c([N+](=O)[O-])c2)no1	20	-8	·
Cc1ccc2sc(NCCN3CCOCC3)nc2c1C	-2	-7	·
CN1CCC2(CC1)CN(C(=O)c1ccc(CN3CCCC3)o1)CCCN2C	3	-4	-11
O=C(Cc1ccc(S(=O)(=O)N2CCCCC2)s1)NC1CCc2ccccc21 (configuration not stated)	-2	-4	-7
Cc1ccc(NC(=O)CC(=O)N2CCCC3(CCNC3)C2)c(C)c1 (configuration not stated)	8	0	·
CCOC(=O)N1CCC(NC(=O)Cc2csc(NC(=O)c3ccc[nH]c3=O)n2)CC1	3	-6	-9
CNc1ccc2ncc(-c3ccc(CN(C)C)cc3)n2n1	0	-13	·

# The listing continues:
SMILES	NPYLR7 ag	hcGAS lum	mcGAS inh
CCSc1nc(Cc2n[nH]c(Cc3ccccc3)n2)cs1	10	0	-14
COc1cc2c(cc1OC)C(c1ccccc1)N(C(=O)Cc1nc(-c3ccc(C(F)(F)F)cc3)oc1C)CC2 (configuration not stated)	5	-11	-9
Cc1ccc(C)c(CSC2=NCCN2S(C)(=O)=O)c1	11	-8	-8
CC(C)c1ccc(C(NC(=O)C2CCOCC2)C(C)C)cc1 (configuration not stated)	-6	5	·
CC1CCCN(S(=O)(=O)c2ccc3c(c2)nc(SCc2ccc(OCC(=O)O)cc2)n3CC2CCCO2)C1 (configuration not stated)	-5	0	-2
CC(=O)c1ccc(NC(=O)CSc2nc(=O)n(CC3CCCO3)c3c2CCC3)cc1 (configuration not stated)	-4	-7	-10
Cc1ccc(N(C)C(=O)N2CCN(C(=O)N(C)c3ccc(C)cc3)CC2)cc1	0	0	·
C/C(=C/C(=O)N1CCCC(N2C(C)CCC2C)C1)C1CC1 (configuration not stated)	4	2	·

# (cont.)
SMILES	NPYLR7 ag	hcGAS lum	mcGAS inh
Cc1cc(CC(=O)N2CCc3c(nc(-c4ccncc4)nc3N(C)C)C2)on1	0	-1	-10
Cc1cc(F)cc(-c2c(-c3ccccc3)ncn2CCN2CCC(O)CC2)c1	-8	-3	-10
COc1ccc(CCNC(=O)CN2CN(c3ccccc3)C3(CCN(C(=O)C45CC6CC(CC(C6)C4)C5)CC3)C2=O)cc1OC	25	-5	-6
O=C(N[C@@H]1CCCCC1NC(=O)C1CCCN(C(=O)c2ccc([N+](=O)[O-])cc2)C1)c1ccc(F)cc1 (some centres not stated)	·	-5	-10
c1coc(CN2CCC3(CC2)NCCc2[nH]cnc23)c1	-1	-3	·
Cc1noc(C)c1COC(=O)C1CC(c2ccc(Cl)s2)=NO1 (configuration not stated)	8	-13	·
CN1CCC2(CC1)CN(C(=O)c1cnc(-c3ccccc3)nc1)CCN2C	-1	-2	-8
